# BL2 CD40 inh: inhibitors of CD40-induced NF-kB signaling, primary screen, BL2 cells, luciferase reporter, single point; actives 0.94% (n = 83,000); inhibition, % at 10 µM; AID 1053188, 2014; CD40L-induced, 4 h;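 active means mean inhibition of at least 50% with a set share of replicates also reaching that level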;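 further: 0% = neutral control wells and 100% = IKK inhibitor VII at 50 µM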
# Active calls of the source: *; & = joins results of further samples; [ ] = dose if it differs, or a comment. Only part of the results is shown, so the mix of outcomes need not match the whole.
SMILES,BL2 CD40 inh
FC(F)(F)c1nnc2ccc(NCc3cccnc3)nn12,5
C[C@H](O)C#Cc1cnc2c(c1)C(=O)N([C@@H](C)CO)C[C@@H](C)[C@H](CN(C)Cc1cccc(C(=O)O)c1)O2,-5[25 µM]
O=C(CCc1c[nH]c2ccccc12)NCCc1ccc2c(c1)OCCO2,13
COc1ccc(CC(=O)OCC(=O)c2c(N)n(C)c(=O)n(C)c2=O)cc1OC,4
CCCC(=O)Nc1ccc2c(c1)OC[C@@H](C)NC[C@H](C)[C@@H](OC)CN(C)C2=O,-6[25 µM]
C[C@@H]1CN([C@H](C)CO)C(=O)CCCn2cc(nn2)CO[C@@H]1CN(C)C(=O)c1ccc2ccn(C)c2c1,0[25 µM]
O=c1[nH]c(C(F)(F)F)nc2ccccc12,-8
O=C(NCc1ccc2c(c1)OCO2)C1CC(c2ccccc2O)=NO1 (configuration not stated),9
COc1ccc(CCC(=O)NCC(=O)OCc2ccccc2)cc1,-6
c1ccc2c(c1)CSc1ccccc1N2,-49
Cc1ccc(CSCc2ccc(C(=O)NCCCN3CCOCC3)o2)cc1,7
CO[C@@H](CN(C)C(=O)c1cnccn1)[C@H](C)CN([C@H](C)CO)S(=O)(=O)c1ccccc1,7[25 µM]
CCN(C1CCCCC1)S(=O)(=O)c1cc2c3c(c1)CCN3C(=O)CC2,3
CCN(C(=O)CCc1nnc2ccc(N3CCC4(CC3)OCCO4)nn12)c1ccccc1,-2
CCOc1ncccc1C(=O)Nc1cc(S(=O)(=O)N2CCCCC2)ccc1OC,11
COc1ccc(C#Cc2cccc(-c3nc(C(=O)Nc4ccc(-c5ccccc5)cc4)cc4c3[C@@H](CCO)N(S(=O)C(C)(C)C)C4)c2)cc1OC (some centres not stated),-3[25 µM]
CS(=O)(=O)N(CC(=O)NCCSCc1ccccc1)c1ccccc1,9
COc1ccc(C2=NOC(C(=O)NCCCN3CCOCC3)C2)cc1 (configuration not stated),4
CC(NC(=O)[C@H](C)NC(=O)C1CC(=O)N(c2ccc3c(c2)OCO3)C1)c1ccccc1 (some centres not stated),4
C=CCn1c(SCC(=O)Nc2cc(C)on2)nnc1-c1ccccc1F,7
CC(C)N1CCN(c2ccncc2S(=O)(=O)N2CCCCC2)CC1,3
CCOC(=O)c1c(NC(=O)C2CC2)sc(C)c1CC,11
C[C@H](CO)N1C[C@H](C)[C@@H](CN(C)S(=O)(=O)c2cccs2)OCc2cn(nn2)CCCC1=O,-1[25 µM]
COc1cccc(NC(=O)CN(C)C(=O)c2cc3c(s2)CCC3)c1,-40
Cc1cc(C(=O)COC(=O)c2ccc(Cl)c(S(N)(=O)=O)c2)c(C)n1CC1CCCO1 (configuration not stated),18
CCC(NC(=O)NCc1cccnc1)(C(F)(F)F)C(F)(F)F,5
O=C(NC1c2ccccc2-c2ccccc21)c1ccco1,2
CC(=O)c1c(C(C)=O)c(C)n(-c2nc(-c3ccccc3)c(C)s2)c1C,5
COCC(=O)N1[C@H](CO)[C@H](c2ccc(C#CCC3CCCC3)cc2)[C@@H]1C#N,-5[25 µM]
CCOC(=O)C1CCN(C(=O)CCC(=O)NCCc2ccc(Cl)cc2)CC1,10
O=C(c1ccc(F)cc1)N1CC(=O)N2[C@@H](CO)[C@@H](c3ccc(C#CCC4CCCC4)cc3)[C@@H]2C1,10[25 µM]
C/C=C/c1ccc([C@H]2[C@@H](C#N)N(C(=O)c3cccnc3)[C@@H]2CO)cc1,-15[25 µM]
CCN(CC(=O)Nc1ccc2c(c1)OCCO2)C(=O)c1cc(=O)[nH]c2ccccc12,-1
O=C(Nc1ccc(F)cc1)N1C[C@H]2[C@@H](c3ccccc31)[C@H](CO)N2C(=O)c1cccnc1,0
C/C(=N\Nc1ccc([N+](=O)[O-])cc1[N+](=O)[O-])C(C)C(C)C (configuration not stated),5
COc1ccc(-c2nnnn2CCc2ccccc2)cc1,-17

# 3 successive records already listed:
SMILES,BL2 CD40 inh
CCOC(=O)C1CCN(C(=O)CCC(=O)NCCc2ccc(Cl)cc2)CC1,10
O=C(c1ccc(F)cc1)N1CC(=O)N2[C@@H](CO)[C@@H](c3ccc(C#CCC4CCCC4)cc3)[C@@H]2C1,10[25 µM]
C/C=C/c1ccc([C@H]2[C@@H](C#N)N(C(=O)c3cccnc3)[C@@H]2CO)cc1,-15[25 µM]

# Next compounds:
SMILES,BL2 CD40 inh
COc1ccc2c3c(n(C)c2c1)[C@H](CO)N(Cc1ccccc1)CC31CN(C(=O)c2ccccc2F)C1,12[25 µM]
O=C(COC(=O)c1cc([N+](=O)[O-])ccc1N1CCOCC1)c1ccc(OC(F)F)cc1OC(F)F,-4
C[C@H]1CN([C@@H](C)CO)C(=O)CCCn2nncc2CO[C@@H]1CN(C)Cc1ccc2c(c1)OCCN2C,1[25 µM]
O=C(CCn1nnnc1CN1CCOCC1)N1CCC(c2cccc(Cl)c2)C1 (configuration not stated),1
COc1cccc(NC(=O)C[C@@H]2CC[C@H]3[C@H](COc4ccc(NC(=O)C5CC5)cc4C(=O)N3C)O2)c1,-4[25 µM]
Cc1cccc(OCC(=O)N(C)c2c(N)n(Cc3ccccc3)c(=O)[nH]c2=O)c1C,14
Cc1cc(C(=O)OCC(=O)c2cccs2)ccc1[N+](=O)[O-],-36
O=C(C1CCCCC1)N(Cc1ccccc1)c1ccccn1,8
COC(=O)C1CCN(CC(=O)N(C)c2c(N)n(Cc3ccccc3)c(=O)[nH]c2=O)CC1,10
CN1C(=O)c2cc(NC(=O)c3cnccn3)ccc2OC[C@H]2O[C@@H](CC(=O)NCC3CCCCC3)CC[C@@H]21,-1[25 µM]
CCCNC(=O)N1C[C@@H]2[C@H](c3ccccc31)[C@@H](CO)N2C(=O)Nc1ccccc1F,0[25 µM]
CCc1ccccc1NC(=O)c1cc2ncc(Br)cn2n1,-26
CN(Cc1cc2ccccc2[nH]c1=O)C(=O)c1cccs1,7
CN1C[C@H]2[C@@H](c3ccccc31)[C@H](CO)N2Cc1ccccc1,0[25 µM]
Cc1nn2c(Nc3ccc(F)cc3)c3c(nc2c1-c1ccccc1)CCC3,-4
Cc1nn(Cc2ccccc2)c(Cl)c1C(=O)NCCc1ccccc1,-33
O=C(Nc1cccnc1)C1CCN(S(=O)(=O)c2cccs2)CC1,-13
Nc1nonc1C(=O)NCCNC(=O)c1cccs1,6
Cc1noc(C)c1S(=O)(=O)N(C)C[C@@H]1OCCCC[C@H](C)Oc2ccc(NS(=O)(=O)c3cn(C)cn3)cc2C(=O)N([C@H](C)CO)C[C@@H]1C,-12[25 µM]
O=C(NCCS(=O)(=O)N1CCN(c2ccccc2)CC1)c1ccco1,6
COc1cc(NC(=O)C2(C)CCN2C(C)C)cc(OC)c1OC (configuration not stated),2
CCCOc1ccc(-c2csc3ncn(Cc4ccc(C(=O)O)cc4)c(=O)c23)cc1,6
N#C[C@H]1[C@H](c2ccc(C#CC3CC3)cc2)[C@@H](CO)N1S(=O)(=O)c1ccccc1,-3
CCN(CC(=O)NC(C)C)C(=O)c1ccc(Cl)cc1,4

# Three of the entries above in order of their number in BL2 CD40 inh, falling:
Structure	BL2 CD40 inh
CN(Cc1cc2ccccc2[nH]c1=O)C(=O)c1cccs1	7
O=C(NCCS(=O)(=O)N1CCN(c2ccccc2)CC1)c1ccco1	6
Cc1nn(Cc2ccccc2)c(Cl)c1C(=O)NCCc1ccccc1	-33

# (cont.)
SMILES,BL2 CD40 inh
Cc1cc(NCCCn2ccnc2)n2ncc(-c3ccccc3)c2n1,88*
Cc1ccc(-c2ccc(C3[C@H]4CNC[C@@H]3N4S(=O)(=O)c3cn(C)cn3)cc2)cc1 (some centres not stated),4&-18
C=CCN(c1ccccc1)S(=O)(=O)c1cccc(C(=O)Nc2cc(C)ccn2)c1,-11
O=C(NC(Cc1ccccc1)C(=O)NCCc1ccccn1)c1cccs1 (configuration not stated),4
COc1ccc(NC(=O)CN(C)C(=O)Cc2coc3cc(C)c(C)cc23)cc1,14
COc1ccc(CNc2oc(-c3cccc4ccccc34)nc2C#N)cc1,-10
CCN(CC(=O)Nc1ccccc1OC)C(=O)c1cc(-c2ccccc2)nn1-c1ccccc1,9
CCCOC(=O)NC1C(NC(=O)OCCC)N(C)C(=O)N1C (configuration not stated),3
CN1C(=O)c2cc(NC(=O)Cc3cccs3)ccc2OC[C@@H]2O[C@H](CC(=O)NCCCN3CCOCC3)CC[C@H]21,-4[25 µM]
CN(C)C(=O)c1cccc(-c2ccc3c(c2)[C@@H]2[C@@H](CCN2C(=O)C2CCCCC2)[C@@H](CO)N3)c1,-6
CCC(C(=O)N1CCN(S(C)(=O)=O)CC1)c1ccccc1 (configuration not stated),3
O=C(Nc1ccc2c(c1)OCCO2)Nc1ccc2c(c1)OCO2,46
Cc1noc(C)c1CSc1ccc2ccccc2n1,-6
COc1cccc(-c2cc3nc4c(c(NCC(C)(C)CN(C)C)n3n2)CCCC4)c1,63*
Cc1ccsc1CN(C)C(=O)CN1C(=O)NC2(CCCCC2C)C1=O (configuration not stated),0
COc1ccc(OCCN2CCC(C(=O)NC(c3ccc(C)cc3)c3ccccn3)CC2)cc1 (configuration not stated),8
Cc1cc(C)c(OCC(=O)NCC2COc3ccccc3O2)c(C)c1 (configuration not stated),0
Cc1cc(C)c(Nc2ncccc2C(=O)O)c(C)c1,10
COc1ccc(N(C(C)C(=O)N/N=C/c2cccnc2)S(C)(=O)=O)cc1 (configuration not stated),-1
O=C(C[C@@H]1CC[C@@H]2[C@H](COC[C@H](O)CN2C(=O)c2ccncc2)O1)Nc1ccc(-c2ccccc2)cc1,6[25 µM]
CNc1nc2ccccc2n1/N=C/c1cccc(OC)c1OC,-6
O=C(Cn1nnc(-c2ccccc2)n1)NC(=O)NC1CCCC1,4
N#CCCN(C(=O)COC(=O)/C=C/c1cccs1)c1ccccc1,1
C[C@H](CO)N1C[C@H](C)[C@H](CN(C)S(=O)(=O)c2ccccc2F)Oc2ncc(/C=C/c3ccccc3)cc2C1=O,-7[25 µM]
COc1ccc(NC(=O)CN(C)C(=O)Cc2ccc3c(c2)CCC3)cc1,3
O=C(c1cccc(F)c1)N1CC[C@@H]2[C@H](CO)Nc3ccc(-c4ccccc4)cc3[C@@H]21,-6
C[C@@H]1CCCCO[C@@H](CN(C)S(=O)(=O)c2cn(C)cn2)[C@@H](C)CN([C@@H](C)CO)C(=O)c2cc(N(C)C)ccc2O1,2[25 µM]
Cc1ccc(CNS(=O)(=O)c2ccc3oc(C(=O)O)c(C)c3c2)cc1,1
Cc1ccccc1OCc1nnc2c3cnn(C)c3ncn12,-60
COCCNC(=O)COc1cccc2c1OC(C)(C)C2,10
CC(=O)c1cccc(OCC(=O)N(CCC2=CCCCC2)c2c(N)n(Cc3ccccc3)c(=O)[nH]c2=O)c1,8
COc1ccc(CNC(=O)CN(C)S(=O)(=O)c2ccc3c(c2)OCCO3)cc1OC,8
O=C(O)Cn1c(SCc2cccc3ccccc23)nc2ccccc21,2
Cc1ccc2ccccc2c1CSc1nc(N)nc2c1ncn2CC(C)C,14
O=C(c1ccco1)N1CCN(CC(=O)N2c3ccccc3CCc3ccccc32)CC1,15
COC(=O)c1cc(-n2cccc2)ccc1N1CCOCC1,2

# The last 7 entries of the section before open the next one:
SMILES,BL2 CD40 inh
COCCNC(=O)COc1cccc2c1OC(C)(C)C2,10
CC(=O)c1cccc(OCC(=O)N(CCC2=CCCCC2)c2c(N)n(Cc3ccccc3)c(=O)[nH]c2=O)c1,8
COc1ccc(CNC(=O)CN(C)S(=O)(=O)c2ccc3c(c2)OCCO3)cc1OC,8
O=C(O)Cn1c(SCc2cccc3ccccc23)nc2ccccc21,2
Cc1ccc2ccccc2c1CSc1nc(N)nc2c1ncn2CC(C)C,14
O=C(c1ccco1)N1CCN(CC(=O)N2c3ccccc3CCc3ccccc32)CC1,15
COC(=O)c1cc(-n2cccc2)ccc1N1CCOCC1,2
Cc1ccccc1NC(=O)c1c(C)cc(=O)oc1C,11
CCN(C(=O)COC(=O)Cn1c(C)csc1=O)c1c(N)n(Cc2ccccc2)c(=O)[nH]c1=O,5
O=C(N/N=C/c1cccnc1)c1ccccc1OCc1ccc(Br)cc1,-7
O=C(NC1CCCC1)N1CC(=O)N2[C@H](CO)[C@H](c3ccc(C4=CCCC4)cc3)[C@@H]2C1,2
CCOC(=O)CSC1=C(C#N)C(c2sccc2C)CC(=O)N1 (configuration not stated),13
COc1ccc2c3c(n(C)c2c1)[C@@H](CO)N(C(=O)Nc1ccc(F)cc1)CC31CN(Cc2ccccc2F)C1,58*[25 µM]
COc1ccc(C(=O)N2C[C@H]3[C@@H](c4ccccc42)[C@H](CO)N3C(=O)NC(C)C)cc1,-7[25 µM]
CC(C)COc1ccc(C(=O)OC2CC(C)(C)OCC2CN(C)C)cc1 (configuration not stated),2
COc1ccc(C(CNC(=O)COc2ccccc2)N2CCOCC2)cc1 (configuration not stated),6
O=c1c2c3c(sc2nc2n1CCCS2)CCCC3,-65
CC(=O)N1CCOc2ccc(S(=O)(=O)NCc3ccc(C)cc3)cc21,4
CC(C)NC(=O)N(C)C[C@@H]1Oc2ccccc2C(=O)N(C)C[C@H]1C,6
COc1ccc(C(=O)C2CCCN(C(=O)Cn3ccc(C)n3)C2)cc1OC (configuration not stated),4
CCc1[nH]c(C)c(C(C)=O)c1C,-2
CCCCn1c(N)c(N(CCOC)C(=O)c2ccc(S(=O)(=O)N3CCCCCC3)cc2)c(=O)[nH]c1=O,13
O=C(NCC(c1ccco1)N1CCCC1)c1cccc(S(=O)(=O)N2CCCCC2)c1 (configuration not stated),1
CC(=O)N1CC2(C1)[C@@H](c1ccccc1)[C@@H](CO)N2C(=O)Cc1ccccc1,9[25 µM]
NC(=O)Cn1nc(C(F)(F)F)c2c1CCCC2,24
O=C(c1cccc(Cl)c1)N1CCC(c2nc3ccccc3[nH]2)CC1,8
CNC(=O)C(=O)NCC1CCCN1S(=O)(=O)c1cccs1 (configuration not stated),4
